Source: PubChem BioAssay
TRPN1 ag: zebrafish TRPN1 channel agonists, primary screen, cell-based, HEK293, calcium fluorescence; activation, % at 3 µM; transient receptor potential cation channel N1 (TRPN1/NompC), Danio rerio; AID 1424, 2008; 0.18% of 220,000 active; HEK293 zebrafish TRPN1-YFP, Fluo-8 calcium fluorescence; 100% = response to 87 µM carbachol;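 active = activation above its plate's cutoff, the mean activation of test wells on that plate plus 3 SD, cut at about 19% in these data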;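 also: 0% = DMSO alone and 100% = 87 µM carbachol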
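Material: zebrafish TRPN1-YFP in HEK293 cells. Doses: one dose of 3 µM, 0.3% DMSO. Incubation: dye 1 h 37 °C plus 30 min RT. Measured by: intracellular calcium fluorescence with Fluo-8.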
NPY Y1 blocker: NPY-Y1 receptor antagonists, primary screen, cell-based; inhibition, % at 3.6 µM; Neuropeptide Y receptor type 1 (Homo sapiens), P25929; HEK293-CNG Y1 cells, membrane potential fluorescence; NPY at EC95, then isoproterenol; 1% of 200,000 active; AID 1040, 2008;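 active = inhibition above the campaign mean inhibition of all tested compounds plus 3 SD, cut at about 20% in these data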;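 also: 0% = DMSO wells given NPY plus isoproterenol and 100% = isoproterenol alone without NPY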
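Assay system: HEK293 Y1/CNG channel cell line; Doses: single compound dose of 3.6 µM, 0.4% DMSO; Timing: dye 3 h, compound 60 min room temperature, stimulation 45 min; Technique: Membrane-potential fluorescent dye readout; Measure: % inhibition of NPY effect.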
S1P4 antagonist: S1P4 receptor antagonists, primary screen, cell-based; Sphingosine 1-phosphate receptor 4 (Homo sapiens), O95977; S1P4-expressing cells, antagonist mode, reporter read-out; inhibition, % at 4.98 µM; 0.26% of 220,000 active; in the data active = inhibition above about 29%;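 also: 0% = wells stimulated with agonist and 100% = vehicle wells without agonist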
S1P4 agonist: S1P4 receptor agonists, primary screen, cell-based; Sphingosine 1-phosphate receptor 4 (Homo sapiens), O95977; S1P4-expressing cell line, agonist reporter assay; activation, % at 4.98 µM; 0.35% of 220,000 active; AID 1509, 2009; in the data active = activation above about 11%;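 also: 0% = DMSO vehicle and 100% = reference agonist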
CHOP inh: inhibitors of CHOP promoter induction, primary screen, cell-based, unfolded protein response, luciferase reporter | CHO-K1 CHOP-promoter luciferase, tunicamycin-induced, 15-18 h | inhibition, % at 10 µM | 3.8% of 220,000 active;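 active = compounds that reduced the stress-induced luciferase reporter signal by more than about 70% of percent inhibition, limit read from the data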;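 also: 0% = tunicamycin plus vehicle and 100% = wells without tunicamycin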
EP2 modulator: EP2 receptor modulators, cAMP readout, primary screen, cell-based, HTRF cAMP, PGE2 stimulation. Prostaglandin E2 receptor EP2 subtype (Homo sapiens), P43116. EP2-expressing cells, cAMP HTRF FRET, PGE2 co-stimulation. induction, % at 25 µM. 0.83% of 260,000 active;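 active = compounds whose cAMP rise, as percent of the full-agonist control response, exceeds 60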;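 also: rat C6 glioma line stably carrying human EP2 under a CMV promoter; the protocol text gives 20 µM as final concentration; 100% = response of wells given 1 µM PGE2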
NPY1 pot ag: NPY-Y1 receptor potentiators or agonists, primary screen, cell-based; activation, % at 3.6 µM; 0.37% of 220,000 active; AID 1304, 2008; NPY-Y1 expressing cells, potentiator/agonist activation; Neuropeptide Y receptor type 1 (Homo sapiens), P25929; in the data active = activation above about 33%, passing the limit was not always enough;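 also: cells stimulated with NPY at EC10 then isoproterenol at EC100; 0% = low agonist plus stimulus and 100% = saturating agonist plus stimulus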
NPY-Y2 PAM-ag: NPY-Y2 potentiators or agonists, primary screen, cell-based | cells expressing NPY-Y2, potentiator/agonist read-out | 0.45% of 220,000 active | activation, % at 3.6 µM; in the data active = activation above about 27%;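 also: cells stimulated with NPY near EC25 plus isoproterenol at EC100; 0% = vehicle plus submaximal agonist and 100% = vehicle plus saturating agonist; some results beyond the cut were filed as inactive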
Target sequence (P49146 whole entry, looked up): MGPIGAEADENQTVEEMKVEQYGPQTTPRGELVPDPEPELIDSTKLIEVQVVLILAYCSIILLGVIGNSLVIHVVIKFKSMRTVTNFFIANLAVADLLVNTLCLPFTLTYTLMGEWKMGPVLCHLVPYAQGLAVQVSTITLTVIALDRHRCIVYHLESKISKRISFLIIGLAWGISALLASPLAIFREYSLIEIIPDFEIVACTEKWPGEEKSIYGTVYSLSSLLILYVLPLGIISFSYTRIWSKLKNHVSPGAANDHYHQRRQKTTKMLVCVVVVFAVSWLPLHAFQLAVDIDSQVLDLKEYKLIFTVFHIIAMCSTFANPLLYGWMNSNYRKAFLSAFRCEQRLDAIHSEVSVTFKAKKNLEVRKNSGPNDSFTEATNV
TRPML3 agonist: human TRPML3 channel agonists, primary screen, cell-based, HEK293 TRPML3-YFP, Fluo-8 calcium fluorescence, 3 µM. 100% = the carbachol control signal. AID 1448, 2008. Mucolipin-3 (Homo sapiens), Q8TDD5. 0.29% of 220,000 active. activation, % at 3 µM;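 active = activation above its plate's cutoff, the mean activation of the plate's test wells plus 3 SD, cut at about 12% in these data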;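 also: 0% = DMSO only wells and 100% = carbachol wells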
Target sequence (Q8TDD5 whole entry, looked up): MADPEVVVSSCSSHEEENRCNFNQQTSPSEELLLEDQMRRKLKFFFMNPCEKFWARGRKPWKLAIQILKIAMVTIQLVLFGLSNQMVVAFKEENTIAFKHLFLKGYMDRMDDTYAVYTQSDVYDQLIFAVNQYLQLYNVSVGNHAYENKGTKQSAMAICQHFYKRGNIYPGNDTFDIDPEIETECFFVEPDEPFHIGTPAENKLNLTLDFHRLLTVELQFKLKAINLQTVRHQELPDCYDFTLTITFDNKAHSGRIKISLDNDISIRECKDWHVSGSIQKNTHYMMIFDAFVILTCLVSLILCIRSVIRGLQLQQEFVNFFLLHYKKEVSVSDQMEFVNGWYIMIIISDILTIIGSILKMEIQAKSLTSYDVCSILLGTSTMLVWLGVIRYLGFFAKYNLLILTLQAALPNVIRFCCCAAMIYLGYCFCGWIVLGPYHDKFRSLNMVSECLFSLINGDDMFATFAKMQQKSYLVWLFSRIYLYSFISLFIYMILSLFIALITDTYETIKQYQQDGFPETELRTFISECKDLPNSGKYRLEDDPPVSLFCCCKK
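Test system: TRPML3-YFP stable HEK293 cells. Doses: single point at 3 µM. Incubation: dye loading 1 h 37 °C then 30 min ambient, 125 s read. Signal: Fluo-8 calcium dye fluorescence, ex 470-495, em 515-575 nm. Measure: percent activation from peak-to-basal fluorescence ratio, scaled between DMSO and carbachol.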
* marks the source's active call; other numbers are inactive results; x = no result given.

1. Cc1ccc(C)c(NC(=O)/C(C#N)=C/c2ccc(Sc3nncn3C)c([N+](=O)[O-])c2)c1
2. COc1ccc(C2NC(=O)NC(O)(C(F)(F)F)C2C(=O)c2ccc(C)cc2)cc1 (stereo not drawn)
3. Cc1ccccc1NC(=O)CSC1=NCCN1
4. CCOc1ccccc1N1CCN(C(=O)COc2ccc3c(C)cc(=O)oc3c2)CC1
5. O=C(Cc1ccccc1)NCCc1ccc(Cl)cc1Cl
6. CN(Cc1ccc(O)cc1)C1CCCCC1
7. O=C(CCN1C(=O)c2ccccc2C1=O)NC(=S)Nc1cccc(Cl)c1
8. Cc1onc(-c2c(Cl)cccc2Cl)c1C(=O)NC(C)(C)CO
9. Cc1[nH]c(=O)c(C(=O)/C=C/c2ccccc2F)c2c1CCCC2
10. O=C(Nc1ncc([N+](=O)[O-])s1)c1cccc([N+](=O)[O-])c1
assay / compound	1	2	3	4	5	6	7	8	9	10
NPY Y1 blocker	-2	-2	3	7	0	-4	4	-6	-1	x
S1P4 antagonist	-9	-16	-13	3	-34	-18	-7	-15	19	-11
TRPML3 agonist	0.0	-0.7	0.7	-1.2	-1.0	0.1	-0.1	-0.1	0.0	3.1
S1P4 agonist	0.6	2.0	1.0	-1.0	2.3	-0.2	1.8	-1.3	-1.6	-1.2
NPY1 pot ag	18	-20	-14	-27	-14	-10	-21	-7	-18	36
NPY-Y2 PAM-ag	2	-5	-6	-4	8	8	-4	6	-12	8
CHOP inh	22	14	7	14	30	4	51	-17	-21	66
TRPN1 ag	-0.9	-0.7	0.1	0.8	-2.3	1.4	0.4	0.5	1.3	13
EP2 modulator	10	4	18	-16	21	1	-24	1	14	13

11. COc1ccc(OC)c(-n2c(-c3ccccc3)n[nH]c2=S)c1
12. CCOc1ccc(NC(=O)C(c2ccccn2)N(C(=O)CCl)c2ccc(OC)cc2)cc1 (stereo not drawn)
13. C=C(C)CN1CCN(S(=O)(=O)c2ccc(C)c(N(C)S(=O)(=O)c3ccc(C)cc3)c2C)CC1
14. CN(C)c1ccc(NC(=S)N(CCc2ccccc2)C2CC(=O)N(c3c(Cl)cccc3Cl)C2=O)cc1 (stereo not drawn)
15. CC(=O)C1C(c2cccc(F)c2)NC(=O)NC1(O)C(F)(F)F (stereo not drawn)
16. CC1(C(=O)NC2CCCCCCC2)CCC(=O)N1Cc1ccco1 (stereo not drawn)
17. CC(C)CNS(=O)(=O)c1ccc(CCC(=O)NCCC2=CCCCC2)cc1
18. O=C(Nc1nnc(-c2ccco2)o1)c1ccc([N+](=O)[O-])s1
19. Cc1ccc(-c2[nH]ncc2/C=N/n2c(C)nc3ccccc3c2=O)cc1
20. Cc1cccc(N2C(=O)N(c3ccccc3C)C3CS(=O)(=O)CC32)c1 (stereo not drawn)
assay / compound	11	12	13	14	15	16	17	18	19	20
NPY Y1 blocker	3	6	8	7	2	2	0	1	x	5
S1P4 antagonist	12	1	-3	-17	2	-7	2	13	7	-20
TRPML3 agonist	0.7	0.2	60*	0.1	1.0	0.3	0.2	-0.2	5.5	-0.6
S1P4 agonist	-4.1	1.4	1.6	0.2	-0.4	1.1	0.4	1.2	0.4	-1.1
NPY1 pot ag	-6	9	9	-21	3	3	21	16	-17	-34
NPY-Y2 PAM-ag	5	1	-3	2	-4	-1	-11	11	-6	-14
CHOP inh	-6	-4	18	-16	22	-1	26	-22	22	-7
TRPN1 ag	-0.8	0.4	1.6	0.6	0.6	0.7	1.3	-0.4	3.0	-1.1
EP2 modulator	13	4	15	7	20	23	-36	26	-28	24

21. N/C(=N\OC(=O)C1CCCCC1)c1ccccn1
22. O=c1c(Cl)c(N2CCN(c3ccccc3)CC2)cnn1C12CC3CC(CC(C3)C1)C2
23. CC(C)(C)c1nc(CN2CCOCC2)cc(CN2CCOCC2)c1O
24. O=S(=O)(O/N=C1\CCCc2ccccc21)c1ccccc1
25. Cc1nn(CCCC(=O)Nc2ccc(Br)cc2F)c(C)c1[N+](=O)[O-]
26. CCOC(=O)Nc1nnc(/C=C/c2ccc(OC)cc2)s1
27. COc1ccc2c(C=O)c[nH]c2c1
28. COc1ccc(CC(=O)NNc2ncnc3c2cnn3C)cc1OC
29. O=C(Nc1ccccc1)c1ccc(CN2CCC(Cc3ccccc3)CC2)cc1
30. COc1cc(C2CC(=O)c3c(ccc4ccccc34)N2)ccc1O (stereo not drawn)
assay / compound	21	22	23	24	25	26	27	28	29	30
NPY Y1 blocker	-5	1	-1	7	5	-2	6	-2	2	-2
S1P4 antagonist	-7	-13	-9	-11	5	-16	-4	-15	-37	-8
TRPML3 agonist	0.2	1.1	1.2	0.2	-0.8	0.3	0.7	0.4	2.8	0.7
S1P4 agonist	-1.4	0.7	0.7	0.9	0.7	-0.9	0.1	1.0	2.3	0.7
NPY1 pot ag	-9	-5	2	-20	25	-19	1	3	0	3
NPY-Y2 PAM-ag	6	-1	-2	4	1	-11	12	15	3	0
CHOP inh	-31	-8	-11	-15	18	-11	14	6	x	21
TRPN1 ag	0.7	0.1	3.6	-0.8	-2.6	-0.3	0.7	0.6	6.1	2.4
EP2 modulator	-2	8	2	37	-57	23	-2	12	x	31

31. C/C(=N\NC(=O)CC1(C)OCCO1)c1cccs1
32. Cc1ccc(S(=O)(=O)NCc2csc(C)n2)c(C)c1
33. COC(=O)c1[nH]c2c(c1C)C(=O)CCC2
34. CCCn1nnc(NC(=O)Cc2ccc(Cl)cc2)n1
35. Cc1cc(=O)n2[nH]c(-c3ccc(F)cc3)cc2n1
36. O=C(O)c1ccc(Cl)c(S(=O)(=O)Nc2cccc(C(=O)Nc3cccc(C(F)(F)F)c3)c2)c1
37. CCCC12CN(C(=O)c3ccc([N+](=O)[O-])cc3)CC(C)(CN(C(=O)c3ccc([N+](=O)[O-])cc3)C1)C2=O
38. Cc1cccc(C)c1OCC(O)Cn1nnc2ccccc21 (stereo not drawn)
39. COc1ccccc1C1CC(=O)Nc2c1c(=O)n(C)c(=O)n2C (stereo not drawn)
40. Cc1ccc(C2NC(=O)c3ccccc3N2)s1 (stereo not drawn)
assay / compound	31	32	33	34	35	36	37	38	39	40
NPY Y1 blocker	-2	1	31*	-6	-8	-2	x	8	1	2
S1P4 antagonist	-24	4	1	-8	-11	-16	5	-5	12	-2
TRPML3 agonist	-0.1	-0.3	0.4	-0.3	0.0	0.8	1.5	-0.1	1.2	0.4
S1P4 agonist	-0.4	-0.7	0.6	-2.3	0.6	1.4	1.0	0.2	-0.9	0.0
NPY1 pot ag	0	13	-5	5	2	2	14	-17	-3	-7
NPY-Y2 PAM-ag	16	0	4	6	15	4	-9	-21	-15	-19
CHOP inh	-36	-3	35	14	-18	26	-10	13	-11	x
TRPN1 ag	1.2	0.3	-0.3	0.5	1.0	0.1	0.1	-0.2	0.7	-0.1
EP2 modulator	20	25	9	15	-47	-19	5	11	-6	-3

Single records, as listed above. Values in the order: NPY Y1 blocker	S1P4 antagonist	TRPML3 agonist	S1P4 agonist	NPY1 pot ag	NPY-Y2 PAM-ag	CHOP inh	TRPN1 ag	EP2 modulator
Shown for Cc1ccc(S(=O)(=O)NCc2csc(C)n2)c(C)c1 : 1	4	-0.3	-0.7	13	0	-3	0.3	25
Shown for COC(=O)c1[nH]c2c(c1C)C(=O)CCC2 : 31*	1	0.4	0.6	-5	4	35	-0.3	9
Shown for C/C(=N\NC(=O)CC1(C)OCCO1)c1cccs1 : -2	-24	-0.1	-0.4	0	16	-36	1.2	20

Additional results follow:
41. O=C1CC(c2ccco2)CC2=C1C1c3ccccc3C(=O)N1c1ccccc1N2 (stereo not drawn)
42. O=C(O)CSc1nc2sc3c(c2c(=O)n1-c1ccccc1)CCC3
43. CC(C)N(CCc1ccncc1)C(=S)Nc1ccc(F)c(Cl)c1
44. Cc1[nH]c2ccccc2c1CCCO
45. CCOC(=O)NC1(C(F)(F)F)N=C(c2ccccc2)NC1=O (stereo not drawn)
46. COc1cc(/C=N/NC(=O)C(=O)Nc2ccccn2)ccc1O
47. N#Cc1cc(-c2ccccc2)nnc1Sc1ccccc1
48. Cc1ccc(Cl)cc1NC(=O)C1CC(=O)Nc2ncnn21 (stereo not drawn)
assay / compound	41	42	43	44	45	46	47	48
NPY Y1 blocker	0	x	2	x	0	-3	-5	x
S1P4 antagonist	-20	-5	7	-14	-12	-18	-1	-7
TRPML3 agonist	0.1	0.9	0.6	0.7	-0.5	0.1	0.6	0.8
S1P4 agonist	1.8	1.2	-1.6	0.4	-0.1	0.3	-4.6	0.6
NPY1 pot ag	14	-29	3	-4	-13	2	6	1
NPY-Y2 PAM-ag	2	-33	8	5	1	1	0	-1
CHOP inh	43	3	15	8	-6	-6	41	1
TRPN1 ag	-0.4	1.5	2.4	0.2	0.0	2.1	-0.6	4.9
EP2 modulator	16	-16	-18	-16	34	5	29	-3
